Screening results deposited in PubChem BioAssay by several laboratories.
NS3 helicase inh – HCV NS3 helicase inhibition. NS3 helicase DNA unwinding, Cy5 molecular beacon fluorescence. inhibition, % at 10.9 µM. 0.56% of 290,000 active. AID 1800;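 active = inhibition above the mean of all tested compounds plus 3 SD, set per campaign, cut at about 35% in these data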;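 note: 0% = DMSO wells and 100% = thioflavine S control wells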
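Control set: DMSO versus 110 µM thioflavine S; Material: NS3 helicase fragment of HCV; Measured by: Cy5 fluorescence at 0 and 60 min, beacon hairpin quenching; Read-out basis: percent inhibition from t60/t0 fluorescence ratio; Times: reaction time 60 min, 25 °C; Repeats: single replicate; Compound dosing: single dose, 10.9 µM nominal final, DMSO 0.8% final.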
OXTR agonist – activates the human oxytocin receptor | P30559 | CHO-OTR cells, Fluo-8 calcium fluorescence; normalized: DMSO 0%, oxytocin 100% | activation, % at 3 µM | 0.32% of 320,000 active | AID 2435;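 active = activation above the mean of all tested compounds plus 3 SD, cutoff set per screening run, cut at about 20% in these data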;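 note: peak over basal fluorescence ratio from a 100 s FLIPR kinetic read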
GPR7 antagonist – blocks human GPR7 receptor signaling; P48145; GPR7-expressing cells, fluorescence antagonist assay; inhibition, % at 4.4 µM; 1.1% of 290,000 active; in the data active = inhibition above about 16%, passing the limit was not always enough;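 note: cells stimulated with the agonist NPW; 0% = agonist with vehicle and 100% = vehicle without agonist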
Target sequence (P48145 whole entry, looked up): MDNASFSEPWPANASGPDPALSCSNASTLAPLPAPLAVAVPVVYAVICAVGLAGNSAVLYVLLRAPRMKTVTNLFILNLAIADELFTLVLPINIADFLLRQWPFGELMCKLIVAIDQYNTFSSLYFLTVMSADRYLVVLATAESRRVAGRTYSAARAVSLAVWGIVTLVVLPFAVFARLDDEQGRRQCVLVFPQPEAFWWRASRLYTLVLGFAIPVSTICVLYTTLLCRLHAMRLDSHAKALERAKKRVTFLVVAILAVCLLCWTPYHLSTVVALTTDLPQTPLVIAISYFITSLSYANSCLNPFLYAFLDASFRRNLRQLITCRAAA
PHOSPHO1 inh – PHOSPHO1 (human) inhibition; Q8TCT1; recombinant PHOSPHO1, absorbance phosphatase assay; inhibition, % at 13.3 µM; 1.1% of 290,000 active; AID 1565; in the data active = inhibition above about 60%
DNA FID counter – counter-screen for HCV NS3 helicase inhibitors: DNA intercalator displacement | DNA fluorescent intercalator displacement, fluorescence | inhibition, % at 7.9 µM | 0.17% of 290,000 active | AID 1845; in the data active = inhibition above about 37%;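 note: 0% = vehicle and 100% = reference compound; higher means more ethidium bromide displaced from hairpin DNA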
IMP-1 inh – inhibitors of Pseudomonas aeruginosa IMP-1 metallo-beta-lactamase; purified IMP-1, nitrocefin hydrolysis, epi-absorbance fluorescence; inhibition, % at 5.6 µM; 0.45% of 290,000 active;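 active = inhibition above the mean plus 3 SD of all compounds in the same screening run, cut at about 4.5% in these data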;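 note: 0% = IMP-1 with DMSO and 100% = DMSO wells lacking enzyme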
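System: purified IMP-1; amount: IMP-1 0.2 nM before substrate addition; compound: single dose, 5.6 µM; times: 25 °C, 15 min preincubation, 25 min reaction; signal: Epi-absorbance via hydrolysed-nitrocefin quenching of white-plate fluorescence, 480/530 nm, EDTA stop; benchmarks: DMSO with and without IMP-1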
GalR3 antagonist – antagonists of human GalR3 | HEK293 GalR3-CNG cAMP membrane potential fluorescence; galR3 body fused to GalR1 C-terminus | inhibition, % at 3 µM | 0.44% of 360,000 active | AID 651719;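 active = inhibition above the screen-wide average plus 3 SD, cut at about 13% in these data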;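 note: forskolin and galanin both at EC90 stimulate the cells; cAMP rise reported by CNG channel membrane potential dye signal; 0% = forskolin plus galanin with DMSO and 100% = forskolin alone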
Target sequence (O60755 1-299 limits assumed): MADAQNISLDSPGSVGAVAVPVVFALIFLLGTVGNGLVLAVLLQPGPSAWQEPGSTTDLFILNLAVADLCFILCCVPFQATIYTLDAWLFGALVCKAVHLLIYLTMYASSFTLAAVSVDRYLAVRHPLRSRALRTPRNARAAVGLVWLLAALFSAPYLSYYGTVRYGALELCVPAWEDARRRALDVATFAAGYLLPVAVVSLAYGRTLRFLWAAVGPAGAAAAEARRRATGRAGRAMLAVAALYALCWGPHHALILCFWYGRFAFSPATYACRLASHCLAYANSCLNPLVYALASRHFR
VIM-2 inhibitor – inhibitors of Pseudomonas aeruginosa VIM-2 metallo-beta-lactamase | inhibition, % at 5.6 µM | 0.89% of 290,000 active | purified VIM-2, nitrocefin hydrolysis, epi-absorbance fluorescence | AID 1527;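 active = inhibition above the mean of all tested compounds plus 3 SD, cutoff set per screening run, cut at about 7.5% in these data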;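 note: red hydrolysis product quenches plate fluorescence so inhibitors raise well fluorescence; 0% = enzyme with DMSO and 100% = DMSO without enzyme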
V1aR counter – counter-screen for oxytocin receptor agonists: human V1a receptor agonists. CHO-V1R cells, Fluo-8 calcium fluorescence, agonist mode; 0% DMSO, 100% 3 nM vasopressin. activation, % at 3 µM. 0.25% of 320,000 active. AID 2797;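 active = activation above the mean activation of all tested compounds plus 3 SD, per screening run, cut at about 20% in these data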;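 note: signal is peak over basal fluorescence ratio across a 100 second FLIPR read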
Target sequence (P37288 whole entry, looked up): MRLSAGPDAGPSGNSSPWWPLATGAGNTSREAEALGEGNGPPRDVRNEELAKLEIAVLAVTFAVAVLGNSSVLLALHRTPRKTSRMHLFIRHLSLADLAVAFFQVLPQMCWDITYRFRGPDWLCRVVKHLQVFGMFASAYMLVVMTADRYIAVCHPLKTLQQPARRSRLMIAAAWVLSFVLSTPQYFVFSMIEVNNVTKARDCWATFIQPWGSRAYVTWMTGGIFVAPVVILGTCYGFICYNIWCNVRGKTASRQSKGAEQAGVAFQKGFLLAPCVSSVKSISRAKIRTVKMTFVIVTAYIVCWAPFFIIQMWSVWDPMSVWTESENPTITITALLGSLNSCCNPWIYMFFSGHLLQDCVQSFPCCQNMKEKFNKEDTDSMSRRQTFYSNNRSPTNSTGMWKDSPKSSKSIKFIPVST
* = called active by the depositor; nt = not tested or not shown.

Order of values: NS3 helicase inh	OXTR agonist	GPR7 antagonist	PHOSPHO1 inh	DNA FID counter	IMP-1 inh	GalR3 antagonist	VIM-2 inhibitor	V1aR counter
Cn1c(=O)c(-[n+]2ccccc2)c([O-])c2ccccc21
 : 3	-0.2	-9	14	-2	-1.3	-2	-4.2	1.6
COCCn1c(SCC(=O)N(C(C)C)C(C)C)nnc1-c1cc2ccccc2cc1O
 : 7	0.1	-2	15	-42	-4.3	-3	3.9	0.2
Cc1ccc(NC(=O)c2ccc(NCC3CCCO3)c([N+](=O)[O-])c2)cc1Cl (stereo unspecified)
 : 4	-0.3	3	-1	5	-3.0	2	-2.8	-0.2
Cc1cc(=O)oc2c3c(cc(OCC(=O)Nc4ccc(CCO)cc4)c12)OC(C)(C)CC3
 : -18	-1.5	20	23	-39	-1.1	3	-1.5	-0.7
CC(NC(=O)c1ccccc1F)C(=O)O (stereo unspecified)
 : 0	1.3	1	30	3	-0.6	-8	-1.2	-0.2
CCc1nnc(NC(=O)C2CC(=O)N(c3ccc4c(c3)OCCO4)C2)s1 (stereo unspecified)
 : 4	-0.9	-1	-45	-10	-0.9	-5	-1.6	-0.3
O=C(COC(=O)c1ccccc1)Nc1ccc(Cl)cn1
 : 4	-0.4	-14	-15	2	-3.1	7	-1.5	0.8
Cc1ccc(OCC(=O)N/N=C/c2cccn2C)cc1
 : 3	0.7	-14	4	-4	-1.1	-3	-2.0	0.9
O=C(N/N=C/c1ccc([N+](=O)[O-])o1)c1ccncc1
 : 16	1.2	0	41	-3	-3.2	-2	-5.2	0.8
CCOc1ccccc1NC1c2ccccc2C(=O)N1c1cccnc1 (stereo unspecified)
 : -2	-1.1	1	-16	-13	0.2	-5	-0.4	0.6
COC(=O)C(CC(=O)c1ccc(Br)cc1)n1cccn1 (stereo unspecified)
 : 3	-1.4	-7	14	-3	-1.3	-8	-1.5	0.3
COC(=O)C1(CCSC)NC(c2ccc(OC)cc2OC)C2C(=O)N(c3cccc(C(C)=O)c3)C(=O)C21 (stereo unspecified)
 : -3	3.1	-22	39	-38	-1.4	-9	-1.6	0.7
CCOc1ccc(S(=O)(=O)NC(C)C(=O)NCc2cccnc2)cc1 (stereo unspecified)
 : -3	-0.2	-6	-107	-10	-3.7	-4	-0.7	0.6
Cc1nnc2sc(SCC(=O)Nc3cccc(Cl)c3)nn2c1=O
 : 3	0.2	-12	9	0	-3.7	7	-4.7	-0.3
CCn1c(C)nc([N+](=O)[O-])c1Sc1ccc(F)cc1
 : 9	0.6	1	7	-2	-3.4	2	-2.5	0.9

Further compounds follow.
Order of values: NS3 helicase inh	OXTR agonist	GPR7 antagonist	PHOSPHO1 inh	DNA FID counter	IMP-1 inh	GalR3 antagonist	VIM-2 inhibitor	V1aR counter
N#Cc1c(C(F)(F)F)cc(=O)n2c1[nH]c1ccccc12
 : 25	nt	-26	49	0	-3.7	-8	-1.2	nt
Cc1cc(CN(C)C(=O)c2cc(COc3ccc(C)c(C)c3)on2)on1
 : -5	0.8	-9	18	-40	-1.8	-2	-0.5	4.8
O=c1[nH]c(C2CCN(S(=O)(=O)c3ccccc3F)CC2)nc2c1nnn2Cc1ccc2c(c1)OCCO2
 : 13	-0.1	-5	18	-37	-0.5	4	-1.5	-1.2
CC(NC(=O)c1ccncc1)C(c1cccs1)N1CCOCC1 (stereo unspecified)
 : 3	0.3	-12	5	-2	2.7	1	-1.4	1.3
Cc1cc(C(=O)Nc2cccc(C(=O)O)c2)oc1C
 : 0	0.3	-3	27	-2	-2.8	-4	-1.8	0.6
COc1cccc(C2c3[nH]c4ccccc4c3C[C@H]3C(=O)N(C4CCN(Cc5ccccc5)CC4)CC(=O)N23)c1 (stereo partly specified)
 : -74	2.9	6	nt	3	-3.9	-12	-3.5	7.9
Cc1nnc(SCC(=O)Nc2ccccc2F)n1-c1ccc(F)cc1
 : 0	-0.5	6	29	-41	0.5	-8	-1.5	0.0
C=CCn1c(=N)c(C(=O)OCC)cc2c(=O)n3cccc(C)c3nc21
 : 12	-0.4	-3	nt	13	-2.7	nt	13*	0.4
COc1ccc(C(C)C)cc1S(=O)(=O)NCc1ccccn1
 : 7	-1.1	-4	-34	-9	-3.1	0	-2.7	-0.6
CC1(c2ccccc2)CC(c2ccccc2)=Nc2ccccc2N1 (stereo unspecified)
 : -1	-2.3	-9	32	-6	-1.7	nt	-2.0	-0.4
COc1ccc(C(=O)c2cnc(C(C)C)n2C)cc1
 : -1	0.4	-10	-13	2	-4.9	-10	-2.3	1.3
CCOc1ccc(/C=N/NC(=S)NC2CC3CCC2C3)cc1 (stereo unspecified)
 : -11	-2.1	-18	8	-19	-1.6	-5	-3.5	-0.1
CCCCN(CC)Cc1c(O)ccc2c(-c3ccccc3)cc(=O)oc12
 : 1	-0.6	-12	18	4	-1.4	-2	-1.7	-0.6
CCOC(=O)N1CCC(NC(=O)CN2C(=O)CSc3nc(C)cc(C)c32)CC1
 : 7	2.0	6	1	-9	-0.8	1	-3.5	2.6
Clc1cccc(N/N=C/c2ccncc2)c1
 : -1	-0.8	-9	6	5	-2.2	-2	-2.6	-0.1

Next part.
Order of values: NS3 helicase inh	OXTR agonist	GPR7 antagonist	PHOSPHO1 inh	DNA FID counter	IMP-1 inh	GalR3 antagonist	VIM-2 inhibitor	V1aR counter
O=[N+]([O-])c1ccc2oc(C(O)c3cccc(Cl)c3)cc2c1 (stereo unspecified)
 : -9	-0.5	4	nt	10	-2.1	-9	-0.9	-0.3
CC1=CC(C)(C)NC(=S)N1c1ccc(C)cc1
 : -2	1.1	-6	-4	-7	-3.0	-8	-1.9	0.2
COc1cccc(N(C(=O)c2ccco2)C(C(=O)NC2CCCC2)c2ccc(N3CCOCC3)cc2)c1 (stereo unspecified)
 : 4	-0.1	6	-4	-38	-0.4	11	-1.2	-0.2
Cc1onc(-c2ccccc2Cl)c1C(=O)NCc1nc(-c2ccccc2)no1
 : 1	-0.2	2	1	-13	-0.4	-4	-0.2	0.0
COc1ccc(CSc2nc(O)cc(=O)n2CC(C)C)cc1F
 : 20	0.9	-6	23	-34	-0.8	0	-1.4	0.9
O=C(NNC(=O)c1ccccc1F)C1=NN(c2ccccc2)C(=O)CC1
 : -5	0.3	-3	17	-8	-8.2	1	-2.8	-0.1
Cc1ccc(NC(=S)N2CCC(O)CC2)c(C)c1
 : 6	0.6	6	26	-6	-0.3	3	1.0	0.5
COC(=O)c1c(NC(=O)/C=C/c2ccc3c(c2)OCO3)sc(C)c1C
 : 28	-0.3	-3	3	-15	-0.2	-6	-2.5	0.2
CCC(C)c1ccccc1NC(=O)c1cccnc1 (stereo unspecified)
 : 4	0.0	-13	31	1	-3.1	-5	-0.6	-0.1
CCOc1ccc(C(=O)C(C)=O)c(OCC)c1
 : -14	-1.5	3	25	0	-3.0	2	-3.1	-0.2
Cc1ccc(N(C(=O)CNC(=O)c2ccco2)C(C(=O)NCC2CCCO2)c2ccccc2)cc1C (stereo unspecified)
 : 23	6.9	-15	17	-37	0.8	-8	-0.4	4.9
Fc1ccc(CNCc2cccc(Br)c2)cc1
 : -1	-0.7	3	-12	10	-2.0	-5	-1.6	0.6
COc1ccccc1NCCC#N
 : 6	0.1	-1	-2	1	-0.8	-4	-7.6	1.1
CN(C)C(=O)N1CCC(C(=O)N2CCCC(C(=O)c3ccc(C(C)(C)C)cc3)C2)CC1 (stereo unspecified)
 : -2	1.4	-10	-6	-32	-0.4	-5	-0.5	3.8
CCCCn1c(=O)[nH]c(=O)c2c1nc(-c1cc(Br)ccc1OC)n2C
 : -2	0.4	-8	10	-23	-2.6	-4	-1.6	1.0

Continued:
Order of values: NS3 helicase inh	OXTR agonist	GPR7 antagonist	PHOSPHO1 inh	DNA FID counter	IMP-1 inh	GalR3 antagonist	VIM-2 inhibitor	V1aR counter
Cc1ccc([N+](=O)[O-])c(C(=O)N/N=C/c2cccs2)c1
 : -5	-1.4	-1	-6	0	-4.4	4	-1.7	-0.9
CCN(CC)C(=O)c1ccc(Cn2cc([N+](=O)[O-])cn2)o1
 : 7	-0.1	17	37	7	-0.1	0	-0.5	1.7
COCc1ccc(CN2CCC(N3CCC(C(=O)N4CCCC4)CC3)CC2)o1
 : -4	0.4	-18	32	0	-0.5	-6	-0.7	0.6
CCOC(=O)C(=CNc1ccc(NC2=NCC(C)S2)cc1)C(=O)OCC (stereo unspecified)
 : -17	-1.4	-10	-7	-3	-2.4	-5	28*	-0.2
CCC(C)OC(=O)C[N+](C)(C)CCOC1CC2CCC1(C)C2(C)C (stereo unspecified)
 : -27	-1.1	15	-16	19	1.5	-4	0.0	-0.9
COc1ccc(N(CC(=O)Nc2cccc(F)c2)S(=O)(=O)c2c(C)[nH]c(=O)[nH]c2=O)cc1
 : 13	0.3	-5	15	-35	-2.0	-9	-2.6	0.1
Cc1cccc(C)c1N1CCN(S(=O)(=O)c2ccccc2)CC1
 : 2	-1.8	-17	-6	3	-2.8	-6	-3.2	-0.5
COC(c1ccccc1)c1nnc(CCC(=O)N(C)Cc2cccc(-n3cccn3)c2)o1 (stereo unspecified)
 : 8	-1.9	-10	23	-33	-2.5	-2	-1.5	-0.6
COc1ccc(/C(C)=C2\SC(=S)N(CCC(=O)O)C2=O)cc1
 : 27	1.2	-1	23	-29	3.1	-4	-2.6	0.7
CC1CCN(C(=O)Cc2nn(C)c(=O)c3ccccc23)CC1
 : -1	0.9	-7	39	0	-3.6	-2	-1.7	0.3
COc1ccccc1C(=O)Nc1ccc(S(=O)(=O)N2CCC(C)CC2)cc1
 : -12	2.6	-20	54	-25	-2.1	-2	-0.3	2.8
COc1ccc(C(=O)CCN2CCC(C)CC2)cc1
 : 1	1.4	11	5	-4	-2.1	-13	-1.6	0.7
CC1CCCCN1CCNC(=O)c1ccc2c(c1)N(Cc1cccc(Cl)c1)C(=O)c1ccccc1S2=O (stereo unspecified)
 : -18	2.1	19	41	36	-0.4	-2	0.9	4.4
COc1ccc(C(=O)NCCNc2ncc(C(F)(F)F)cc2Cl)cc1[N+](=O)[O-]
 : -4	-0.2	-18	20	-6	-1.6	2	-2.7	1.0
COC(=O)c1cc(OC)c(OC)cc1NCC(=O)Nc1cccc(C(F)(F)F)c1
 : 0	0.9	2	-3	0	-0.1	1	1.8	7.0

The listing continues.
Order of values: NS3 helicase inh	OXTR agonist	GPR7 antagonist	PHOSPHO1 inh	DNA FID counter	IMP-1 inh	GalR3 antagonist	VIM-2 inhibitor	V1aR counter
CCCc1nnc(NC(=O)CCC(=O)Nc2ccc(Br)cc2)s1
 : -3	1.8	-7	18	-3	-1.8	0	-1.4	0.0
O=C(CC(NCc1ccccn1)C(=O)O)Nc1ccccc1Cl (stereo unspecified)
 : -5	0.3	-9	27	-10	-3.0	0	-2.6	0.7
CC(Oc1ccc(Br)cc1)C(=O)N1CCc2ccccc21 (stereo unspecified)
 : 2	-0.6	20	-3	-7	-3.6	-3	-1.4	1.4
O=C(CNCC1CCCO1)Nc1ccccc1N1CCOCC1 (stereo unspecified)
 : -9	0.3	1	26	3	-0.7	-7	-1.8	-0.6
Cc1nn(-c2ccccc2)c(Cl)c1/C=C/C(=O)c1ccccc1
 : 4	-0.5	2	-28	-10	-4.9	nt	-3.2	-0.6
Cn1c(CNC(=O)c2ccccc2)nnc1SCC(=O)N1CCN(c2ccccc2)CC1
 : -6	-0.2	-9	3	-5	0.2	-5	-0.7	1.1
